EP2 modulator = modulates human prostaglandin E2 receptor EP2 signaling | P43116 | EP2-expressing cells, cAMP HTRF FRET, PGE2 co-stimulation | induction, % at 25 µM | 260,000 tested, 0.83% active | AID 940;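 active means compounds whose cAMP rise, as percent of the full-agonist control response, exceeds 60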;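 further: rat C6 glioma line stably carrying human EP2 under a CMV promoter; the protocol text gives 20 µM as final concentration; 100% = response of wells given 1 µM PGE2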
NPY1 pot ag = potentiators or agonists of human neuropeptide Y receptor Y1. NPY-Y1 expressing cells, potentiator/agonist activation. activation, % at 3.6 µM. 220,000 tested, 0.37% active. AID 1304; in the data active means activation above about 33%, passing the limit was not always enough;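 further: cells stimulated with NPY at EC10 then isoproterenol at EC100; 0% = low agonist plus stimulus and 100% = saturating agonist plus stimulus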
Target sequence (P25929 whole entry, looked up): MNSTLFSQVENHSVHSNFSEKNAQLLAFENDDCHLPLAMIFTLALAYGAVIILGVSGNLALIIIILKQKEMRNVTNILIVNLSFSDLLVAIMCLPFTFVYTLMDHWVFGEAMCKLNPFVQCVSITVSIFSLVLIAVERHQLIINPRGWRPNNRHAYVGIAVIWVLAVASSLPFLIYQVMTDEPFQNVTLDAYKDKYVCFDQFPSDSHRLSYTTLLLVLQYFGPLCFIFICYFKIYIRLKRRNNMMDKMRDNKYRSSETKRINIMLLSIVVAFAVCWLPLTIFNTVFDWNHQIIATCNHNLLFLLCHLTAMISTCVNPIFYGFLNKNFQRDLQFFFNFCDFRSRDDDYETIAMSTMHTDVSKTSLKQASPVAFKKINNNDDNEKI
CHOP inhibitor = CHOP inhibition in unfolded protein response; CHO-K1 CHOP-promoter luciferase, tunicamycin-induced, 15-18 h; 220,000 tested, 3.8% active; inhibition, % at 10 µM;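 active means compounds that reduced the stress-induced luciferase reporter signal by more than about 70% of percent inhibition, limit read from the data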;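 further: 0% = tunicamycin plus vehicle and 100% = wells without tunicamycin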
NPY Y1 blocker = blocks the human neuropeptide Y Y1 receptor; HEK293-CNG Y1 cells, membrane potential fluorescence; NPY at EC95, then isoproterenol; AID 1040; inhibition, % at 3.6 µM; 200,000 tested, 1% active;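 active means inhibition above the campaign mean inhibition of all tested compounds plus 3 SD, cut at about 20% in these data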;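 further: 0% = DMSO wells given NPY plus isoproterenol and 100% = isoproterenol alone without NPY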
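Test system – HEK293 Y1/CNG channel cell line · Also added – NPY agonist 25 nM, then isoproterenol 1 µM plus Ro 20-1724 25 µM · Compound dosing – one concentration, 3.6 µM, in 0.4% DMSO · Schedule – compound incubation 1 h at room temperature, readout 45 min post-stimulation · Technique – fluorescence, membrane potential probe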
zfTRPN1 agonist = activates the zebrafish TRPN1 channel; AID 1424; HEK293 zebrafish TRPN1-YFP, Fluo-8 calcium fluorescence; 100% = response to 87 µM carbachol; 220,000 tested, 0.18% active; activation, % at 3 µM;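 active means activation above its plate's cutoff, the mean activation of test wells on that plate plus 3 SD, cut at about 19% in these data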;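 further: 0% = DMSO alone and 100% = 87 µM carbachol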
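Material: zebrafish TRPN1-YFP in HEK293 cells; Doses: single test compound dose, 3 µM nominal, 0.3% DMSO; Timing: dye loading 1 h at 37 °C, then 30 min room temperature; Technique: intracellular calcium fluorescence with Fluo-8; Benchmarks: high carbachol 87 µM, low DMSO alone.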
TRPML3 agonist = activates the human TRPML3 channel. Q8TDD5. HEK293 TRPML3-YFP, Fluo-8 calcium fluorescence; 100% = the carbachol control signal. activation, % at 3 µM. 220,000 tested, 0.29% active;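 active means activation above its plate's cutoff, the mean activation of the plate's test wells plus 3 SD, cut at about 12% in these data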;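 further: 0% = DMSO only wells and 100% = carbachol wells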
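Material: HEK293 cells stably carrying human TRPML3-YFP; compound dosing: single dose, 3 µM final nominal compound, 0.3% DMSO final; incubation: 1-h 37 °C dye load, 5-s basal, 120-s post-compound reads; technique: Fluo-8 intracellular calcium fluorescence, excitation 470-495 nm, emission 515-575 nm; read-out basis: percent activation from peak-to-basal fluorescence ratio, scaled between DMSO and carbachol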
S1P4 antag = human S1P4 receptor antagonism | S1P4-expressing cells, antagonist mode, reporter read-out | 220,000 tested, 0.26% active | inhibition, % at 4.98 µM; in the data active means inhibition above about 29%;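 further: 0% = wells stimulated with agonist and 100% = vehicle wells without agonist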
Target sequence (O95977 whole entry, looked up): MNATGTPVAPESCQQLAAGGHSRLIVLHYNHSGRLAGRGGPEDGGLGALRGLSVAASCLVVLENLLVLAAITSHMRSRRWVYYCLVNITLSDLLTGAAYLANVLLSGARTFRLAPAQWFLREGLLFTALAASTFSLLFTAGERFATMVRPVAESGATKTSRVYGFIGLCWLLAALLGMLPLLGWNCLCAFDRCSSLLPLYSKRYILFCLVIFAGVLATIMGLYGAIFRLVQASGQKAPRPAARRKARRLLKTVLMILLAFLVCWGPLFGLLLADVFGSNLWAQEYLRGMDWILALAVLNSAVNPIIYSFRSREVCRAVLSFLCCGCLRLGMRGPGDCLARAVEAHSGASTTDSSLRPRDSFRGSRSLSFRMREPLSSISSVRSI
NPY2 pot ag = potentiates or activates human NPY-Y2 receptor | cells expressing NPY-Y2, potentiator/agonist read-out | activation, % at 3.6 µM | P49146 | 220,000 tested, 0.45% active; in the data active means activation above about 27%;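 further: cells stimulated with NPY near EC25 plus isoproterenol at EC100; 0% = vehicle plus submaximal agonist and 100% = vehicle plus saturating agonist; some results beyond the cut were filed as inactive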
S1P4 ag = agonists of human S1P4 receptor. O95977. S1P4-expressing cell line, agonist reporter assay. 220,000 tested, 0.35% active. activation, % at 4.98 µM; in the data active means activation above about 11%;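 further: 0% = DMSO vehicle and 100% = reference agonist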
Active calls of the source: *; x = not tested or not shown; & = joins results of further samples. Rows were taken by chance; any-hit rate near 6.5%.

SMILES	EP2 modulator	NPY1 pot ag	CHOP inhibitor	NPY Y1 blocker	zfTRPN1 agonist	TRPML3 agonist	S1P4 antag	NPY2 pot ag	S1P4 ag
Nc1cc(S(=O)(=O)N2CCCCC2)ccc1Oc1ccc(Cl)cc1	-1	-4	49	3	3.4	1.7	-6	-15	0.5
N#Cc1c(-c2ccccc2Cl)noc1/C=C/Nc1ccc(C(=O)O)cc1	25	4	-17	6	1.2	0.8	-18	-2	0.1
Fc1cccc(CSc2nnc3c(n2)[nH]c2ccccc23)c1	14	7	-10	x	1.0	0.8	-13	-9	-2.4
COc1ccc2c(N)c(C(=O)NN)[nH]c2c1	11	15	-1	x	1.3	0.7	-1	-10	-0.7
COC(=O)c1ccccc1NC(=O)COC(=O)c1ccccc1N=Nc1ccc(N(C)C)cc1	19	14	2	1	-0.4	0.6	-8	14	-0.1
CCc1cc2c(=O)c(-c3nc(C)cs3)coc2cc1O	-41	-21	-11	x	-1.3	-0.2	1	-20	-0.9
COc1ccc(C(=O)NC(=S)NC(C)C)cc1Br	-22	5	32	6	0.0	0.2	-1	2	1.8
CCOC(=O)c1cnc2[nH]c3ccccc3n2c1=O	7	-1	-27	2	-0.4	0.4	2	4	-1.4
Oc1c(Cl)cc(Cl)cc1C1=NNC(c2ccc(Cl)cc2)C1 (stereo not given)	11	0	-30	2	0.5	0.3	-7	-5	0.7
O=C(Nc1ccc(F)cc1)c1cc(S(=O)(=O)Nc2ccc(F)cc2)cs1	-59	21	0	-17	7.5	2.1	-15	15	1.7
COc1ccc(-c2nnc(SC(C)C#N)o2)cc1 (stereo not given)	8	-5	-7	2	1.0	-0.2	15	0	1.7
COc1ccc(C(=O)CC(Nc2ccc([N+](=O)[O-])cc2)c2ccc(OC)cc2)cc1 (stereo not given)	14	12	35	-3	-0.2	0.7	-5	4	2.2
CC(C)NC(=O)N1CCOCCOCCN(C(=O)NC(C)C)CCOCCOCC1	12	-14	-6	-2	0.3	-0.3	-2	-4	-0.1
Cc1ccc(CN2CCN(CC(=O)N/N=C/c3ccc(C)o3)CC2)cc1	-5	7	5	x	-0.2	1.1	-16	5	1.5
CCOC(=O)C(=CNc1cccnc1Oc1ccc(C)c2c1CCC2)C(=O)OCC	35	1	18	x	-2.1	0.0	4	3	1.2
CC1(C)CNC(=O)CC(C)(C)N1	-7	8	5	3	-0.2	0.6	-21	1	2.1
CCC1(C)Cc2ccccc2-c2nc(-c3ccccc3)oc(=O)c21 (stereo not given)	26	1	80*	1	-0.9	0.7	-1	-12	-0.7
CCOC(=O)N1CCC(NC(=O)CCC(=O)c2ccccc2)CC1	9	-2	6	1	0.3	0.9	-15	-7	-0.2
Cn1c(=O)c2c(nc(Cl)n2Cc2ccncc2)n(C)c1=O	-8	3	8	-2	0.0	1.6	-4	-4	-0.6
O=C(/C=C/c1ccc(F)cc1)NCCC1=CCCCC1	-39	-39	40	7	-0.7	-1.5	-12	-6	1.0
O=C(Cn1cnc2ccccc21)OCC(=O)N1CCCc2ccccc21	-13	-4	39	-1	3.8	1.7	-29	-26	0.9
O=C(CN1CCCCCC1)N/N=C/c1cccc(Cl)c1	-39	0	-9	3	-0.2	0.8	-4	-3	0.1
CCOC(=O)N1CCN(c2c(NCCN3CCN(c4ccccc4F)CC3)c(=O)c2=O)CC1	7	14	19	x	1.2	0.7	9	10	1.2
C=CCc1ccccc1OCCn1ccnc1	43	-6	12	-1	0.4	0.5	-50	3	-0.5
CCn1c(C)cc(C=C2C(=O)c3ccccc3C2=O)c1C	-37	-10	-10	1	1.2	-0.1	-2	1	-1.2

(list continues)
SMILES	EP2 modulator	NPY1 pot ag	CHOP inhibitor	NPY Y1 blocker	zfTRPN1 agonist	TRPML3 agonist	S1P4 antag	NPY2 pot ag	S1P4 ag
Cc1[nH]nc(N=CC2=C(O)CC(c3ccco3)CC2=O)c1-c1ccccc1 (stereo not given)	19	-3	18	0	0.5	0.4	3	-10	1.7
CC1(C)OC2OC(C(=O)N/N=C/c3cc(Br)ccc3O)C3OC(C)(C)OC3C2O1 (stereo not given)	17	13	39	2	-0.5	0.3	1	6	-1.3
COc1ccccc1-n1c(-c2ccccc2)c[nH]c1=S	-19	2	-18	-2	-0.7	0.1	8	5	0.7
O=C(CCCn1c(=O)[nH]c2cc(Cl)ccc2c1=O)NCCC1=CCCCC1	32	-4	12	4	2.7	0.8	-2	-1	1.4
COc1ccc(CCNC(=O)Cn2nnc(-c3ccc(N(C)C)cc3)n2)cc1OC	-62&-71	-16	19	-6	-0.5	0.5	-7	-5	1.6
CC(Cc1cccs1)NC(=S)Nc1ccc(Cl)c(Cl)c1 (stereo not given)	-60	-23	27	7	-1.0	1.0	17	-11	-2.3
Cc1cc(C)cc(N2CC(C)(C)C2=O)c1	8	16	-1	-6	1.6	-0.2	-23	-4	1.3
Cc1nc2ncc(Br)cc2[nH]1	16	-9	33	-2	-0.9	0.5	-2	0	4.2
O=[N+]([O-])c1ccc(C2=NN(CCO)C(=Nc3ccc(OC(F)(F)F)cc3)SC2)cc1	-2	25	38	x	2.1	0.1	-10	23	2.9
COCCCn1c(=N)c(C(=O)NCC2CCCO2)cc2c(=O)n3ccccc3nc21 (stereo not given)	34	8	-11	3	-1.2	-0.2	-15	-4	12*
CCN(C1CCS(=O)(=O)C1)S(=O)(=O)c1cccs1 (stereo not given)	6	-3	14	2	-0.6	0.7	-6	16	-2.1
O=C(CC(c1ccc(F)cc1)c1ccco1)N1CCCC1 (stereo not given)	20	-2	-12	-2	-0.1	0.4	-6	2	-0.1
O=C(Cn1c(=O)oc2cc(S(=O)(=O)N3CCCC3)ccc21)NCc1ccccn1	0	-5	-4	0	1.9	-0.1	-16	-2	1.2
CCOc1ccc2nc(N3CCOCC3)nc(C)c2c1	20	-18	24	-2	-0.9	0.0	7	1	4.6
Cc1ccc(CNC(=O)c2cc(C)nn2-c2ccccc2)cc1	3	6	1	x	0.4	0.0	-5	-5	0.4
Cc1noc(C)c1CSc1nc2ccccc2s1	4	-9	-14	2	-0.8	0.6	-20	2	-0.6
COC(=O)C1=C(C)N(c2ccc(F)c(Cl)c2)C(=O)C1	6	2	-67	-1	2.8	0.4	-3	-5	0.7
Cn1c(=O)c2c(ncn2CC(=O)N2CCN(c3cccc(Cl)c3)CC2)n(C)c1=O	-10	-9	23	9	0.2	-0.3	-18	5	0.7
CC1=C(C)CC(C(=O)NNC(=O)c2csc(C)c2C)C(C(=O)O)C1 (stereo not given)	7	-18	9	6	0.9	-0.7	-17	0	1.0
COCCNC(=O)Cn1cnc2sc(C)c(S(=O)(=O)N3CCC(C)CC3)c2c1=O	-9	17	6	-2	-0.6	0.0	-7	3	1.1
CC(C)n1c(SCC(=O)N2c3ccccc3CCc3ccccc32)nc2c1c(=O)n(C)c(=O)n2C	x	-12	x	-1	0.6	0.9	5	-8	1.2
O=C(NCCc1c[nH]c2ccccc12)/C(=C\c1cccs1)NC(=O)c1ccccc1	5	-29	-7	-2	-0.8	0.4	-7	4	-0.8
CC1=C(C#N)C2(O)C(=O)c3ccccc3C2(O)N1 (stereo not given)	35	5	19	-4	1.0	0.9	-3	-2	-0.1
Cc1nnc(SCC(=O)NNC(=O)c2ccccc2)n1-c1ccccc1	-9	-4	7	5	0.7	0.5	9	7	-0.7
N#CC1=C(SCC(=O)NC23CC4CC(CC(C4)C2)C3)NC(=O)C(C#N)C12CCCCC2 (stereo not given)	-17	-16	85*	-2	0.1	0.4	-18	12	-0.4

Reprinted from the entries so far, 6 compounds:
SMILES	EP2 modulator	NPY1 pot ag	CHOP inhibitor	NPY Y1 blocker	zfTRPN1 agonist	TRPML3 agonist	S1P4 antag	NPY2 pot ag	S1P4 ag
COCCNC(=O)Cn1cnc2sc(C)c(S(=O)(=O)N3CCC(C)CC3)c2c1=O	-9	17	6	-2	-0.6	0.0	-7	3	1.1
CC(C)n1c(SCC(=O)N2c3ccccc3CCc3ccccc32)nc2c1c(=O)n(C)c(=O)n2C	x	-12	x	-1	0.6	0.9	5	-8	1.2
O=C(NCCc1c[nH]c2ccccc12)/C(=C\c1cccs1)NC(=O)c1ccccc1	5	-29	-7	-2	-0.8	0.4	-7	4	-0.8
CC1=C(C#N)C2(O)C(=O)c3ccccc3C2(O)N1 (stereo not given)	35	5	19	-4	1.0	0.9	-3	-2	-0.1
Cc1nnc(SCC(=O)NNC(=O)c2ccccc2)n1-c1ccccc1	-9	-4	7	5	0.7	0.5	9	7	-0.7
N#CC1=C(SCC(=O)NC23CC4CC(CC(C4)C2)C3)NC(=O)C(C#N)C12CCCCC2 (stereo not given)	-17	-16	85*	-2	0.1	0.4	-18	12	-0.4

The results go on.
SMILES	EP2 modulator	NPY1 pot ag	CHOP inhibitor	NPY Y1 blocker	zfTRPN1 agonist	TRPML3 agonist	S1P4 antag	NPY2 pot ag	S1P4 ag
COC(=O)c1ccccc1SC(CC(=O)c1ccccc1)c1ccc(F)cc1 (stereo not given)	38	-13	30	x	4.0	0.8	11	-12	-0.5
CCc1nc(N2CCN(S(=O)(=O)c3ccc(Br)cc3)CC2)c2c(C)c(C)sc2n1	x	-55	x	15	-0.1	0.1	-19	-9	2.5
Cc1cc(C)n2c(C)nnc2c1	4	0	23	x	1.3	1.2	-72	8	1.7
O=C(c1ccc(S(=O)(=O)Cc2ccccc2Cl)c([N+](=O)[O-])c1)N1CCN(c2ccccn2)CC1	-38	3	-15	-8	2.1	2.2	13	-13	-2.3
COCCNC(=O)CSc1ccccc1C(=O)NCC1CCCCC1	12	-14	21	-2	0.1	0.8	-5	5	1.4
Cc1cccc(N2CC(C(=O)O)CC2=O)c1 (stereo not given)	38	-51	-5	-3	0.2	1.1	-22	-5	1.6
Cc1ccc(C(CC(=O)NCCCN(C)C)c2ccc(OC(C)C)cc2)cc1 (stereo not given)	-22	-1	-13	x	3.0	0.5	7	-25	-1.0
Cc1nc([N+](=O)[O-])c(Br)n1CC(=O)c1ccc(Br)cc1	10	-10	-31	-2	0.8	1.1	15	-7	-1.6
O=C(CCNC(=O)c1ccc([N+](=O)[O-])cc1)Nc1nccs1	-12	-1	-2	2	-0.1	-0.1	9	-1	-1.2
O=C(Nc1ccc(N2CCOCC2)cc1)c1cc(-c2ccncc2)nc2ccccc12	-18	2	-7	x	3.5	1.6	9	14	1.4

Exported with values under each structure: part of the list above
Fields: EP2 modulator, NPY1 pot ag, CHOP inhibitor, NPY Y1 blocker, zfTRPN1 agonist, TRPML3 agonist, S1P4 antag, NPY2 pot ag, S1P4 ag
- CCc1nc(N2CCN(S(=O)(=O)c3ccc(Br)cc3)CC2)c2c(C)c(C)sc2n1
 : x, -55, x, 15, -0.1, 0.1, -19, -9, 2.5
- Cc1nc([N+](=O)[O-])c(Br)n1CC(=O)c1ccc(Br)cc1
 : 10, -10, -31, -2, 0.8, 1.1, 15, -7, -1.6

High-throughput results as filed in PubChem BioAssay.
